EBNA-1 inhibitor: EBNA-1 DNA-binding inhibitors, primary screen, biochemical, fluorescence polarization. inhibition, % at 14.8 µM. actives 0.34% (n = 300,000). AID 1950, 2009; in the data active means inhibition above about 28%
ZTA DNA inh: blocks Epstein-Barr virus ZTA, an EBNA-1 counter-screen. AID 2234. actives 0.15% (n = 320,000). inhibition, % at 11 µM. ZTA-DNA binding, fluorescence polarization; in the data active means inhibition above about 33%
GSTO1 counter: inhibitors of recombinant GSTO1, primary screen, counter-screen for RBBP9 inhibitor project, biochemical, fluorescence polarization. Glutathione S-transferase omega-1 (Homo sapiens), P78417. activity-based probe fluorescence polarization. inhibition, % at 5.96 µM. actives 1.1% (n = 300,000);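 active means inhibition above the campaign mean inhibition plus 3 SD, cut at about 35% in these data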;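 further: 0% = GSTO1-1 with DMSO and 100% = wells lacking GSTO1-1 enzyme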
Target sequence (P78417 whole entry, looked up): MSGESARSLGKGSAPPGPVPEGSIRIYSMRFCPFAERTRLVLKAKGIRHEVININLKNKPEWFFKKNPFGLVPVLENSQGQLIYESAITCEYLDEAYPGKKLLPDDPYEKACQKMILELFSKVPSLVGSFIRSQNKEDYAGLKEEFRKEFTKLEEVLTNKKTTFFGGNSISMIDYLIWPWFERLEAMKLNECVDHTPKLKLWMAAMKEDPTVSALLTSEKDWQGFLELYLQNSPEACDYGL
LYPLA1 counter: LYPLA1 inhibitors, primary screen, counter-screen for PME1 inhibitor project, biochemical, fluorescence polarization, FP-Rh probe ABPP. recombinant LYPLA1. inhibition, % at 5.9 µM. AID 2174, 2009. actives 0.16% (n = 320,000). Acyl-protein thioesterase 1 (Homo sapiens), O75608;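 active means inhibition above the mean of all tested compounds plus 3 SD, set per campaign, cut at about 14% in these data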;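 further: inhibitors block serine hydrolase probe labeling of LYPLA1 so polarization falls; 0% = enzyme with DMSO and 100% = wells lacking LYPLA1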
Target sequence (O75608 whole entry, looked up): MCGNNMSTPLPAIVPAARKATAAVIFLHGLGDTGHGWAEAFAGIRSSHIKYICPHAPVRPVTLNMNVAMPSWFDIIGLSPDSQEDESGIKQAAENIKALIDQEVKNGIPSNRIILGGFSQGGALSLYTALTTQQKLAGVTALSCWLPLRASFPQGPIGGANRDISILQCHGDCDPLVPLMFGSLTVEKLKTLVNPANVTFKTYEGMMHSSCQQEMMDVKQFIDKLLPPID
PAFAH2 inh: PAFAH2 enzyme inhibitors, primary screen, biochemical, fluorescence polarization, human; Platelet-activating factor acetylhydrolase 2, cytoplasmic (Homo sapiens), Q99487; recombinant PAFAH2, FP-rhodamine activity probe; inhibition, % at 3.39 µM; actives 0.99% (n = 340,000); AID 492956, 2010;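 active means inhibition above the mean over all tested compounds plus 3 SD, cut at about 30% in these data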;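 further: inhibitors block probe labeling of enzyme so polarization drops; 0% = enzyme with DMSO and 100% = wells lacking PAFAH2 protein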
LYPLA2 inh: LYPLA2 inhibitors, primary screen, counter-screen for PME1 inhibitor project, biochemical, fluorescence polarization, FP-Rh probe ABPP | inhibition, % at 5.9 µM | AID 2177, 2009 | Acyl-protein thioesterase 2 (Homo sapiens), O95372 | actives 0.38% (n = 320,000) | recombinant LYPLA2;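 active means inhibition above the screen-wide mean plus 3 SD, limit set per campaign, cut at about 26% in these data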;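 further: 0% = LYPLA2 with DMSO and 100% = wells lacking LYPLA2 enzyme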
Target sequence (O95372 whole entry, looked up): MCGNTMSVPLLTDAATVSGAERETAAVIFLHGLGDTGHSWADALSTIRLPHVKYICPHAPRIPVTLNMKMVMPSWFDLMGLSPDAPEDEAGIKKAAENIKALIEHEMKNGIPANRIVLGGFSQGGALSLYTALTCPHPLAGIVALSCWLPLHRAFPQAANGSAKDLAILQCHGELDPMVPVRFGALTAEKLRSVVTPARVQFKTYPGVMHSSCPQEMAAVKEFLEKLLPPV
PAFAH1B3 FP inh: PAFAH1B3 enzyme inhibitors, primary screen, biochemical, fluorescence polarization, human. Platelet-activating factor acetylhydrolase IB subunit alpha1 (Homo sapiens), Q15102. recombinant PAFAH1B3, FP-rhodamine probe. inhibition, % at 3.39 µM. actives 0.28% (n = 340,000). AID 492972, 2010;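 active means inhibition above the screen-wide average of all tested compounds plus 3 SD, cut at about 25% in these data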;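 further: 0% = enzyme with DMSO only and 100% = wells lacking PAFAH1B3 protein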
Target sequence (Q15102 whole entry, looked up): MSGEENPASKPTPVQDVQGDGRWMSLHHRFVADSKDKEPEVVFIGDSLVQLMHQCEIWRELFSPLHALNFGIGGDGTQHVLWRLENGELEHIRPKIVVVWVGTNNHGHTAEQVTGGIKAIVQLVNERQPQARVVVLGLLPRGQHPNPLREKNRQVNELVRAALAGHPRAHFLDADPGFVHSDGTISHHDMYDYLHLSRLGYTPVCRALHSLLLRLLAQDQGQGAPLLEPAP
PREPL inh: PREPL enzyme inhibitors, primary screen, biochemical, fluorescence polarization | recombinant PREPL, fluorescence polarization activity-based probe | actives 0.68% (n = 320,000) | inhibition, % at 5.96 µM; in the data active means inhibition above about 43%;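 further: 0% = enzyme with DMSO and 100% = wells lacking enzyme; many of its hits are not listed in these tables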
PAD4 inh: human PAD4 inhibitors, primary screen, biochemical, fluorescence polarization, 1536-well format; recombinant PAD4, RCA probe fluorescence polarization; AID 485272, 2010; actives 0.41% (n = 330,000); inhibition, % at 6.36 µM;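 active means percent inhibition above a cutoff equal to the mean of all tested compounds plus 3 SD, cut at about 15% in these data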;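 further: 0% = PAD4 with RCA probe and DMSO and 100% = probe without PAD4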
Starred values were filed as active, the others as inactive; · = no result given.

mol,EBNA-1 inhibitor,ZTA DNA inh,GSTO1 counter,LYPLA1 counter,PAFAH2 inh,LYPLA2 inh,PAFAH1B3 FP inh,PREPL inh,PAD4 inh
CC(C)(C)c1ccc(C(=O)Nc2c3c(nn2C(C)(C)C)CS(=O)(=O)C3)cc1,6,-4,3,3,-10,2,7,-1,-2
Brc1cccc(CNCc2ccncc2)c1,-6,-4,0,-1,2,7,7,8,3
Cc1cccc(NC(=O)CC2(CC(=O)O)CCCC2)c1,2,-10,1,1,-1,2,2,-5,-1
Oc1ccccc1OCCOc1ccccc1OCCOc1ccccc1O,11,-8,4,-2,0,0,1,16,2
Cc1ccnc(NS(=O)(=O)c2ccc(NC(=O)CN3C(=O)CCC3=O)cc2)n1,-6,-24,0,0,2,-1,13,6,-2
Cc1cc(C)c2c(N)c(C(=O)c3ccccc3)oc2n1,-2,-6,20,1,1,0,2,5,2
C=CCn1c(=O)c2ccccc2n2c(Sc3nnnn3-c3ccccc3)nnc12,8,1,-1,1,-12,5,5,3,-4
CNC(=O)c1cc(Nc2nnc(-c3ccc(O)cc3)c3ccccc23)ccc1OC,-13,13,10,2,-2,3,4,5,-3
CCc1cccc(C)c1NC(=O)Cn1nc(C)n2cccc2c1=O,2,-1,0,2,-1,12,2,1,-4
CCNC(=O)C(C)Sc1ccc(Cl)cc1 (configuration not stated),-14,-14,4,3,-7,14,-11,3,6
CC(=O)N1c2ccc(S(=O)(=O)N3CCCC3)cc2CC1C(=O)Nc1cc(C)cc(C)c1 (configuration not stated),-12,-21,-8,-3,-7,-2,1,8,5
CNC(=O)C1CC(=O)N(c2ccc(OCC(=O)N3CCCC3)cc2)C1 (configuration not stated),-14,4,-5,1,-1,7,6,12,-4

The final two records of the section above are carried over, then new ones follow:
mol,EBNA-1 inhibitor,ZTA DNA inh,GSTO1 counter,LYPLA1 counter,PAFAH2 inh,LYPLA2 inh,PAFAH1B3 FP inh,PREPL inh,PAD4 inh
CC(=O)N1c2ccc(S(=O)(=O)N3CCCC3)cc2CC1C(=O)Nc1cc(C)cc(C)c1 (configuration not stated),-12,-21,-8,-3,-7,-2,1,8,5
CNC(=O)C1CC(=O)N(c2ccc(OCC(=O)N3CCCC3)cc2)C1 (configuration not stated),-14,4,-5,1,-1,7,6,12,-4
O=C(Nc1ccc2c(c1)OCO2)N1CCC(CO)(CC2CCCCO2)CC1 (configuration not stated),-8,2,0,-7,-5,-1,-5,6,-3
O=c1c(Cc2ccc(Cl)cc2)c(O)ccn1Cc1ccccc1,4,-9,9,2,-5,6,-3,11,-2
O=C1CC(N2CCN(c3ccccc3Cl)CC2)C(=O)N1c1ccc(F)cc1 (configuration not stated),8,-2,4,0,-3,4,1,3,-2
CN(C)c1ccc(-c2nc3n(n2)C(c2cccnc2)C2=C(CC(C)(C)CC2=O)N3)cc1 (configuration not stated),6,-4,4,2,6,-1,13,13,-1
Cc1cccc(N(C)S(=O)(=O)c2c(C)[nH]c(C)c2C(=O)N2CCCC2)c1,-1,-1,-1,-1,1,-1,5,10,3
COc1ccc(-c2nn(-c3ccccc3)cc2CNC[C@H]2O[C@@H](n3cnc4c(N)ncnc43)[C@H](O)[C@@H]2O)cc1,·,·,·,·,3,·,-2,36,-1
CC1CCCC(NC(=O)/C=C/c2c(F)cccc2Cl)C1C (configuration not stated),-7,-4,7,-3,9,-7,2,3,-2
COC(=O)c1cn(NC(=O)Cn2nc([N+](=O)[O-])c(Cl)c2C)c(=O)c2ccccc12,10,8,5,0,6,-1,7,1,1
COc1ccc(N=Cc2cccc(C)c2O)cc1Cl,13,5,5,0,-7,-4,3,7,-1
Cc1ccc(C(CNS(=O)(=O)c2ccc(F)cc2C)N2CCN(C)CC2)cc1 (configuration not stated),-14,-17,0,1,1,0,2,-4,-4
O=C(Nc1cccc(NC(=O)c2cccs2)c1)c1ccc(F)cc1,9,5,-1,-9,-4,-11,5,-16,-7
COC(=O)[C@H](CC(C)C)NC(=O)N1CCCCC1C (some centres not stated),8,3,-6,5,8,7,4,0,-2

Structures from the list above containing an aryl thioether with sulfur outside any ring:
mol,EBNA-1 inhibitor,ZTA DNA inh,GSTO1 counter,LYPLA1 counter,PAFAH2 inh,LYPLA2 inh,PAFAH1B3 FP inh,PREPL inh,PAD4 inh
C=CCn1c(=O)c2ccccc2n2c(Sc3nnnn3-c3ccccc3)nnc12,8,1,-1,1,-12,5,5,3,-4
CCNC(=O)C(C)Sc1ccc(Cl)cc1 (configuration not stated),-14,-14,4,3,-7,14,-11,3,6

More results
mol,EBNA-1 inhibitor,ZTA DNA inh,GSTO1 counter,LYPLA1 counter,PAFAH2 inh,LYPLA2 inh,PAFAH1B3 FP inh,PREPL inh,PAD4 inh
COc1ccc(N(C(C)C(=O)NN=C2CCCC2)S(C)(=O)=O)cc1 (configuration not stated),4,9,3,-3,-2,-1,-3,11,-3
NC(=O)c1cnn2c(-c3cccc(C(F)(F)F)c3)ccnc12,11,16,-4,0,·,-1,·,-4,-1
CC(C)CNC(=O)COC(=O)/C=C/c1ccccc1[N+](=O)[O-],-1,-4,3,-1,73*,4,-1,0,0
COc1ccc(S(=O)(=O)N2CCC(C(=O)N[C@@H](C)C(=O)NCc3ccncc3)CC2)cc1,5,17,-3,1,-2,8,9,2,1
CCOC(=O)CN1C(c2ccc(O)cc2)Nc2ccc(Br)cc2C1c1ccccc1 (configuration not stated),-10,1,1,-3,1,-3,1,6,0
Cc1ccc(/C=C2\SC(=S)N(C3CCS(=O)(=O)C3)C2=O)o1 (configuration not stated),6,-8,14,1,-6,2,7,13,-1
CCNC(=O)NC(=O)COC(=O)CNC(=O)COc1ccccc1,-9,-3,2,-9,-6,2,15,14,2
CCC1(C(=O)OC)NC(c2cccc(F)c2)C2C(=O)N(C)C(=O)C21 (configuration not stated),0,5,6,-2,2,-3,-2,0,-3
COc1cccc(NC(=S)NN2C(C)CCCC2C)c1 (configuration not stated),2,-1,5,2,0,-2,-3,-4,0
Cc1cc(C)n(-c2nc(-c3ccc(Cl)c(Cl)c3)cs2)n1,1,0,0,4,3,-3,6,-2,2
Cc1nc(C)c(C(=O)Nc2cccc(Cl)c2)o1,6,14,-1,-1,6,-5,1,-4,-2
CCc1nnc(NC(=O)CCn2cnc3ccccc3c2=O)s1,8,-1,2,-1,·,7,·,-15,-1
O=C(c1n[nH]c2ccccc12)N1CCCCC1,0,-19,5,0,-2,1,-5,14,-4
CCCCCC(=O)OCCc1c(C)nc2nc[nH]n2c1=O,-7,3,-4,-1,-5,3,5,-4,-3
O=C(COC(=O)Cc1ccc(S(=O)(=O)N2CCOCC2)s1)Nc1ccc(F)cc1F,·,·,·,·,-7,·,7,9,4
COc1ccc(C(=O)N2CCOCC2)cc1Br,-14,-1,-11,1,-5,3,3,6,-7
Cc1onc(-c2ccccc2Cl)c1C(=O)Nc1ccccc1N1CCOCC1,-8,-18,14,-2,1,5,8,2,1
CC(=O)c1cccc(NC(=O)CO/N=C2/CCCc3nonc32)c1,-2,-21,0,1,0,3,9,17,3
CCCc1nnc(SCC(=O)N2CCOCC2)n1CC1CCCO1 (configuration not stated),9,-1,-2,-2,7,-3,1,1,0
CC(=O)Nc1ccc(OC(=O)c2ccc(Br)c([N+](=O)[O-])c2)cc1,0,-1,1,-6,6,2,-2,-5,0
CN(C)S(=O)(=O)c1ccc(NC(=O)CCNC(=O)c2ccc([N+](=O)[O-])cc2)cc1,2,5,-2,-4,5,-2,7,3,1
COc1ccc(/C=C/C(=O)c2ccc3c4c(cccc24)CC3)cc1,-4,-4,-6,-5,-5,3,3,11,1
COC(=O)Cc1ccc(NC(=S)N2CCN(C)CC2)cc1,11,6,-1,2,2,3,6,2,0
O=C(CSc1nc2ccccc2[nH]1)N/N=C/C=C\c1ccccc1[N+](=O)[O-],-4,-11,-6,-2,-2,1,3,9,1
COc1ccc(-c2nnn(Cc3ccccc3)n2)cc1OC,-9,-15,3,-3,5,8,6,-7,4
COCCNC(=O)C(c1ccncc1)N(Cc1ccccc1)C(=O)Cn1nnc2ccccc21 (configuration not stated),9,17,1,-1,1,-2,8,-5,-7
CCCCOc1ccc(/C=C(\C(=O)O)c2ccc(S(=O)(=O)N3CCCC3)s2)cc1,·,·,·,·,3,·,0,22,-8
COc1ccc(C2=NO[C@@H]3[C@@H]4C[C@@H]([C@H]5C(=O)N(c6ccc7c(c6)OCO7)C(=O)[C@@H]45)[C@H]23)cc1OC,0,7,5,-4,-7,-6,10,7,-3
O=C(CS(=O)(=O)Cc1ccccc1)NCC1CCCO1 (configuration not stated),-4,-6,3,10,24,7,0,-1,4
Cc1cc(C)cc(NC(=O)CN2CCc3ccccc3C2)c1,-2,0,4,-3,-6,-2,0,3,-2
CCOC(=O)c1cccc2c(=O)c(C(=O)c3ccc(Cl)cc3)c(C(=O)OC)[nH]c12,-2,-3,-4,1,9,3,12,-3,-3
Cc1ccc(S(=O)(=O)N2CCN(C(=O)CSc3nccn3C)CC2)cc1,-6,-10,7,5,-6,11,5,11,-6
Cn1c(=O)c2c(nc(CN3CCN(Cc4ccccc4)CC3)n2Cc2cccc(Cl)c2)n(C)c1=O,-2,-9,6,-3,2,1,9,-27,-4
O=C(Nc1ccccc1Cl)N1CCN(C/C=C/c2ccccc2)CC1,-5,-13,-1,-1,1,7,7,8,0
O=C(Nc1cccc(NC(=O)c2cccs2)c1)c1ccc2c(c1)OCO2,1,16,-8,-6,0,-12,5,-16,-2
COCCn1c(C)cc(C(=O)COC(=O)c2ccc(N3CCCC3=O)cc2)c1C,-1,8,-2,-3,19,-4,5,1,14

Reformatted: 3 of the compounds above.
molecule: Cc1cc(C)cc(NC(=O)CN2CCc3ccccc3C2)c1
  EBNA-1 inhibitor: -2
  ZTA DNA inh: 0
  GSTO1 counter: 4
  LYPLA1 counter: -3
  PAFAH2 inh: -6
  LYPLA2 inh: -2
  PAFAH1B3 FP inh: 0
  PREPL inh: 3
  PAD4 inh: -2
molecule: CCOC(=O)c1cccc2c(=O)c(C(=O)c3ccc(Cl)cc3)c(C(=O)OC)[nH]c12
  EBNA-1 inhibitor: -2
  ZTA DNA inh: -3
  GSTO1 counter: -4
  LYPLA1 counter: 1
  PAFAH2 inh: 9
  LYPLA2 inh: 3
  PAFAH1B3 FP inh: 12
  PREPL inh: -3
  PAD4 inh: -3
molecule: Cc1ccc(S(=O)(=O)N2CCN(C(=O)CSc3nccn3C)CC2)cc1
  EBNA-1 inhibitor: -6
  ZTA DNA inh: -10
  GSTO1 counter: 7
  LYPLA1 counter: 5
  PAFAH2 inh: -6
  LYPLA2 inh: 11
  PAFAH1B3 FP inh: 5
  PREPL inh: 11
  PAD4 inh: -6

Screens as filed in PubChem.

These rows are one share of the data. The share of hits here may be higher or lower than overall.
